D1 antagonist – blocks dopamine activation of the human D1 receptor | AID 504652 | activity change, negative = inhibition, % at 10 µM | hit rate 3.2% among 360,000 | P21728 | HEK293 TREx D1 cells, calcium flux, dopamine EC80; hits give low values; in the data active = activity change below about -30%; note: % is set by controls: 0 for no effect and ±100 for the full control effect
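Calcium flux readout: force-coupled, inducible Hek293 Trex D1 line, cells induced overnight at 30 C with tetracycline, dye-loaded 30–90 min at RT. Antagonism scored against EC80 dopamine challenge given 180 s after compound.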
RXFP1 antagonist – blocks the human relaxin receptor RXFP1. HEK293-RXFP1, relaxin-stimulated cAMP HTRF, 30 min; hits give low values. activity change, negative = inhibition, % at 57.5 µM. Q9HBX9. hit rate 0.59% among 350,000;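 active = activity change of -60% or lower, but not beyond a set lower limit; inconclusive = change between -60% and -40%, or beyond the set limit; inactive = change above -40%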; note: % is set by controls: 0 for no effect and ±100 for the full control effect
RXFP1 ag – activates the human relaxin receptor RXFP1. hit rate 0.3% among 370,000. AID 2676. Potency, µM (doses to about 57.5 µM), without a hit: at the highest dose activation, hits mostly activators. HEK293T-RXFP1 cAMP TR-FRET, 30 min; response scale: percent of porcine relaxin response, buffer zero. Q9HBX9; active = well fitted activation curve with a large enough effect; inconclusive = small, poorly fitted or top-dose-only effect; note: potency is the fitted concentration of half-maximal effect; % is set by controls: 0 for no effect and ±100 for the full control effect; nearly all actives have a fitted effect of over 60% in size; many of its hits are not listed in these tables
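cAMP rise read by TR-FRET after 30 min, 37C compound exposure (up to 58 uM) in RXFP1-transfected HEK293 cells with Ro 20174 present. EC50 from Hill-equation fits, with 29 nM porcine relaxin as 100% and buffer as basal.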
TRHR PAM – TRH receptor (human) allosteric enhancement. AID 493056. P34981. TRHR cells, fluo-8 calcium fluorescence, EC20 TRH enhancement. enhancement, % at 2 µM. hit rate 0.66% among 360,000; in the data active = enhancement above about 30%; note: 0% is about no effect
Target sequence (P34981 whole entry, looked up): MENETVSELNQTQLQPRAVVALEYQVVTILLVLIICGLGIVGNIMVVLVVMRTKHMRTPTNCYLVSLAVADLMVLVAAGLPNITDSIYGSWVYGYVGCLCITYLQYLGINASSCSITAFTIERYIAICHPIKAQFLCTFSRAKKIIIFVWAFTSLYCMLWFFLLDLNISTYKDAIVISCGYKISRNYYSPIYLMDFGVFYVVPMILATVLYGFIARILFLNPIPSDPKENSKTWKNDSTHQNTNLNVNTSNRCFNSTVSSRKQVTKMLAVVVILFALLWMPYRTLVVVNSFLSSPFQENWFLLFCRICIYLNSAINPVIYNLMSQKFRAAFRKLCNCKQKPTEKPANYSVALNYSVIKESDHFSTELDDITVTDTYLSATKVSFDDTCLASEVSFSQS
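Enhancer read-out: after compound pinning and an initial kinetic agonist-mode read, an EC20 of TRH (10 nM final) was injected and fluo-8 calcium signal (Ex 480/Em 530) followed at 1 s/cycle for 100 cycles in TRHR-expressing cells.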
D2 PAM – positively modulates the human D2 dopamine receptor allosterically; P14416; HEK293 T-REx D2, calcium flux, EC20 dopamine potentiation; potentiation, % at 10 µM; hit rate 0.34% among 340,000;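 active = potentiation over 3 SD above the plate norm, cut at about 30% in these data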; note: 0% is about no effect
Target sequence (P14416 whole entry, looked up): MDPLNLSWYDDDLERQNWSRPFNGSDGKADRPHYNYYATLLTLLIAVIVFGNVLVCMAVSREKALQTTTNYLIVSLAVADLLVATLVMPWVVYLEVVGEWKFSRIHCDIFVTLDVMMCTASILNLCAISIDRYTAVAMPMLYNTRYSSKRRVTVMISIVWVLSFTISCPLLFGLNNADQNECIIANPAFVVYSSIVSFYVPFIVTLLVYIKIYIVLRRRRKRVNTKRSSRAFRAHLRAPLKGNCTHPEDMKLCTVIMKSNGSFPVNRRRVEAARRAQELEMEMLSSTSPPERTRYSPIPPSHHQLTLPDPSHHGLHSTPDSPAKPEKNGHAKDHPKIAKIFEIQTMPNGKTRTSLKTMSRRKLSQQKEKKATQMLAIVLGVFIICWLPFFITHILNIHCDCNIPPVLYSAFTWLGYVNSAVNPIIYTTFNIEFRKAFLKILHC
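Primary screen. Calcium kinetics in induced HEK293 T-REx D2 cells: compound pre-addition 180 s, EC20 dopamine, 180 s more.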
D2 antag – D2 dopamine receptor (human) antagonism. P14416. HEK293 TREx D2 cells, calcium flux, dopamine EC80. inhibition, % at 10 µM. hit rate 2% among 340,000; in the data active = inhibition above about 30%; note: 0% is about no effect
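HEK293 T-REx D2 cells, tet-induced, calcium dye no-wash. Cpd pintool add, 180 s kinetic, then EC80 DA, 180 s kinetic. Ca flux read.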
D2 agonist – agonists of human D2 dopamine receptor. hit rate 0.53% among 340,000. P14416. AID 485358. activation, % at 2 µM. HEK293 T-REx D2 cells, calcium flux agonist mode;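 active = activation over 3 SD above normal in the single-dose calcium agonist read, cut at about 30% in these data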; note: 0% is about no effect
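HEK293 Trex D2 cells, tetracycline-induced, o/n 30 C 5% CO2; no-wash Ca dye, RT 30–90 min; 10-cycle baseline, 23 nl cpd added, kinetic Ca read 180 s; agonist hits = positive Ca response.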
D1 ag – activates the human D1 dopamine receptor; P21728; HEK293 T-REx D1 cells, calcium flux, agonist mode; activation, % at 2 µM; hit rate 1% among 360,000; AID 504660; in the data active = activation above about 30%; note: 0% is about no effect
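Agonism was scored from calcium flux recorded over 180 s (1 read/s) after pintool compound addition, following a 10-cycle baseline. Cells were inducible force-coupled HEK293 TREx D1, plated overnight at 30 C and loaded with no-wash calcium dye.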
D1 potentiator – enhances dopamine response at the human D1 receptor | HEK293 TREx D1 cells, calcium flux, dopamine EC20 potentiation | potentiation, % at 10 µM | hit rate 0.036% among 360,000 | AID 504651; in the data active = potentiation above about 30%; note: 0% is about no effect
An asterisk follows results filed as active; ? = inconclusive; . = not tested or not shown.

SMILES	D1 antagonist	RXFP1 antagonist	RXFP1 ag	TRHR PAM	D2 PAM	D2 antag	D2 agonist	D1 ag	D1 potentiator
O=C(Nc1ccc(F)cc1)C(c1ccccc1)N1CCN(S(=O)(=O)c2ccccc2)CC1 (configuration not stated)	2	-8	0.2%	1	-3	-8	1.0	6	1
COc1ccc2c(c1)-c1nc(NC(=O)c3ccc(OC)c(Br)c3)sc1CC2	-15	-2	0.0%	-10	-20	.	0.1	0	-2
N#C/C(=C\c1ccccc1)C(=O)N1CCN(c2ccccc2F)CC1	-2	-11	-3.9%	-6	-19	.	.	1	-5
CCn1ncc([N+](=O)[O-])c1C(=O)Nc1c(C)cccc1C	1	7	2.8%	-3	7	0	-0.3	0	-5
Cc1ccc(C(=O)NC2CC(=O)N(c3ccc4c(c3)OCCO4)C2)cc1[N+](=O)[O-] (configuration not stated)	-3	-18	2.9%	6	3	3	1.1	1	0
CCCN(c1ccccc1F)S(=O)(=O)c1c[nH]c(C(=O)OC)c1	-4	2	4.3%	14	-5	-7	-2.7	2	-6
C=C(C)Cn1c(C2CC(=O)N(c3ccccc3F)C2)nc2ccccc21 (configuration not stated)	-7	-9	1.9%	8	7	0	0.7	-4	-4
N#CCCN1CCN(Cc2ccccc2)CCC1=O	-10	.	-0.5%	13	11	-4	-0.6	2	-4
CCn1nnnc1SCC(=O)N(C)C1CCS(=O)(=O)C1 (configuration not stated)	9	-8	1.4%	0	-6	13	0.5	1	2
Cc1nn(C)c(Cl)c1C(=O)NCC(=O)NCc1ccccc1	-6	-16	5.5%	-3	9	-11	-8.0	1	-5
CCOc1ccc(N)cc1OC	-3	-12	-0.6%	2	-2	-5	0.3	0	-5
O=C1c2ccccc2C(=O)N1Cc1cccnc1	-9	-5	13%	-2	11	-8	-0.4	1	7
Cc1ccc(N(C(=O)CNC(=O)c2ccco2)C(C(=O)NC2CCCCC2)c2cccnc2)c(C)c1 (configuration not stated)	14	11	0.5%	-3	.	-8	1.6	1	3
CCOc1ccccc1Nc1sc(C(=O)c2ccccc2)c(N)c1C(=O)Nc1ccccc1	18	-19	?	2	8	.	1.1	19	5
CCOC(=O)c1[nH]c(C)c(CCC(=O)Nc2cc(Cl)c(OC)cc2OC)c1C	-8	5	0.9%	4	-6	.	-0.8	1	-3
COc1cccc(N2CCN(c3ccc4nnc(CCC(=O)Nc5ccc(C)cn5)n4n3)CC2)c1	-5	8	7.7%	-6	10	-10	-1.6	2	2
CN(C)CCCNc1oc(-c2ccccc2Cl)nc1S(=O)(=O)c1ccccc1	12	-1	1.1%	4	-31	86*	0.9	14	4
CC(C)(C)CN1CCNC(=O)C1CC(=O)N1CCC(C(=O)N2CCOCC2)CC1 (configuration not stated)	1	-8	2.6%	-1	-1	7	-0.2	2	4
C/C(Cc1ccccc1)=N\NC(=O)CNC(=O)c1ccccc1F	-1	-17	-1.7%	-1	8	-1	-0.3	2	3
O=C(CN1C(=O)/C(=C\c2ccccc2Cl)Oc2ccccc21)NCc1cccnc1	-2	-2	6.3%	0	8	-1	-0.4	3	1

Part of the list above in order of SMILES length, smallest number first.
SMILES	D1 antagonist	RXFP1 antagonist	RXFP1 ag	TRHR PAM	D2 PAM	D2 antag	D2 agonist	D1 ag	D1 potentiator
CCOc1ccc(N)cc1OC	-3	-12	-0.6%	2	-2	-5	0.3	0	-5
N#CCCN1CCN(Cc2ccccc2)CCC1=O	-10	.	-0.5%	13	11	-4	-0.6	2	-4
O=C1c2ccccc2C(=O)N1Cc1cccnc1	-9	-5	13%	-2	11	-8	-0.4	1	7
CCn1nnnc1SCC(=O)N(C)C1CCS(=O)(=O)C1 (configuration not stated)	9	-8	1.4%	0	-6	13	0.5	1	2
Cc1nn(C)c(Cl)c1C(=O)NCC(=O)NCc1ccccc1	-6	-16	5.5%	-3	9	-11	-8.0	1	-5
C/C(Cc1ccccc1)=N\NC(=O)CNC(=O)c1ccccc1F	-1	-17	-1.7%	-1	8	-1	-0.3	2	3
CCn1ncc([N+](=O)[O-])c1C(=O)Nc1c(C)cccc1C	1	7	2.8%	-3	7	0	-0.3	0	-5
N#C/C(=C\c1ccccc1)C(=O)N1CCN(c2ccccc2F)CC1	-2	-11	-3.9%	-6	-19	.	.	1	-5
CCCN(c1ccccc1F)S(=O)(=O)c1c[nH]c(C(=O)OC)c1	-4	2	4.3%	14	-5	-7	-2.7	2	-6
CN(C)CCCNc1oc(-c2ccccc2Cl)nc1S(=O)(=O)c1ccccc1	12	-1	1.1%	4	-31	86*	0.9	14	4
COc1ccc2c(c1)-c1nc(NC(=O)c3ccc(OC)c(Br)c3)sc1CC2	-15	-2	0.0%	-10	-20	.	0.1	0	-2
CC(C)(C)CN1CCNC(=O)C1CC(=O)N1CCC(C(=O)N2CCOCC2)CC1 (configuration not stated)	1	-8	2.6%	-1	-1	7	-0.2	2	4
CCOc1ccccc1Nc1sc(C(=O)c2ccccc2)c(N)c1C(=O)Nc1ccccc1	18	-19	?	2	8	.	1.1	19	5
O=C(Nc1ccc(F)cc1)C(c1ccccc1)N1CCN(S(=O)(=O)c2ccccc2)CC1 (configuration not stated)	2	-8	0.2%	1	-3	-8	1.0	6	1
Cc1ccc(C(=O)NC2CC(=O)N(c3ccc4c(c3)OCCO4)C2)cc1[N+](=O)[O-] (configuration not stated)	-3	-18	2.9%	6	3	3	1.1	1	0

Additional records follow:
SMILES	D1 antagonist	RXFP1 antagonist	RXFP1 ag	TRHR PAM	D2 PAM	D2 antag	D2 agonist	D1 ag	D1 potentiator
CCCCc1ccc(NC(=O)CSc2nnc3[nH]c(=O)cc(C)n23)cc1	.	-11	2.3%	2	-4	.	1.2	-2	-2
O=C(COC(=O)c1cc([N+](=O)[O-])ccc1N1CCOCC1)NC1CCCCC1	-4	1	0.3%	11	-15	-6	0.3	1	0
COc1ccc(C2c3cc(OC)c(OC)cc3CCN2C(=O)c2ccccc2)cc1OC (configuration not stated)	-10	2	0.0%	26	5	-1	1.2	4	-1
CC1CN(CC(=O)NCc2ccccc2)CC(C)O1 (configuration not stated)	43	6	-2.3%	3	1	-13	1.2	-2	5
O=C(NCCc1ccccn1)c1ccc(S(=O)(=O)N2CCCCCC2)cc1	-16	7	0.8%	-4	-7	-3	-0.2	1	1
CCN(C(=O)Cc1c(C(=O)O)[nH]c2ccccc12)c1cc(OC)ccc1OC	5	-1	1.4%	6	.	3	1.2	3	-4
CCOc1ccc(-c2nnn(CC(=O)NCc3ccccc3)n2)cc1	8	?	0.2%	3	11	6	-0.5	-2	-2
Cc1cc(C)n2nc(SCc3ccccc3C(=O)O)nc2n1	-12	4	19%	-4	-10	12	0.5	2	-6
COc1ccc(C2=NC(C)(C)Cc3cc(OC)c(OC)cc32)cc1	-28	0	0.5%	-4	-3	3	0.2	3	-17
O=C(COC(=O)c1ccc2ccccc2c1O)NCC(F)(F)F	10	7	11%	0	-7	-3	-0.2	2	2
O=C(N/N=C/c1cc(Br)ccc1O)C(c1ccncc1)N1CCOCC1 (configuration not stated)	5	4	1.1%	8	2	-4	1.0	5	-4
OCCNc1ncnc2c1c(-c1ccccc1)c(-c1ccccc1)n2Cc1ccco1	-2	1	1.3%	6	2	-5	-0.1	3	-4
CCCc1ccc2oc(C(=O)NCCCN3CCOCC3)c(C)c2c1	1	-15	3.7%	-1	6	-2	0.1	1	-8
COc1ccc(N2C(=O)C(CN3CCN(C)CC3)C2c2ccccc2)cc1 (configuration not stated)	-3	-2	3.7%	67*	-10	-10	1.5	1	1
Cc1cccc(C)c1Nc1c(-c2ccccn2)nc2ccc(Cl)cn12	-6	5	1.0%	3	0	.	7.7	2	2
CCOC(=O)c1cc(S(=O)(=O)NCc2ccc(OC)cc2)[nH]n1	6	-8	1.2%	-7	4	.	1.2	2	0
CCc1sc(C(=O)Nc2ncccc2C)cc1C	-3	-6	-2.8%	30*	16	-16	-2.6	4	-5
CSC1=NC2(CCCCC2)CC12C=CC(=O)C=C2	-2	1	0.1%	-6	16	-8	0.2	-1	-5
CCCN1CCN(C(=O)c2ccc3nc(CC)c(CC)nc3c2)CC1	-7	-12	0.8%	3	1	5	0.0	0	-6
COc1ccc(NC(=O)CNC(=O)Cc2ccccc2)cc1	-2	-5	-1.2%	6	32*	8	-1.8	6	2
CC(c1ccccc1F)n1cc(C(=O)NCCCc2nc3ccccc3[nH]2)nn1 (configuration not stated)	7	3	2.5%	1	-3	3	-0.2	3	3
CCC1CCCCN1C(=O)c1cc2c(=O)n3cccc(C)c3nc2s1 (configuration not stated)	5	0	21%	39*	-4	5	0.4	0	5
Fc1ccc(C(c2nnnn2Cc2ccccc2)N2CCSCC2)cc1 (configuration not stated)	-4	-7	2.0%	-7	-6	0	-1.3	5	3
Cc1ccc(NC(=O)CCc2c[nH]c3ccccc23)nc1	3	0	2.9%	-2	4	18	-0.5	1	-2
COc1ccccc1NC(=O)Cn1cc(C(=O)C(=O)N2CCOCC2)c2ccccc21	-8	-10	18%	0	4	-16	0.3	4	5
CCOc1ccc(NC(=O)CSc2nc(=O)n(CCN3CCOCC3)c3c2CCCC3)cc1	9	-10	1.0%	-11	6	6	-0.1	1	-11
CCOc1ccc(C2CC(=O)Nc3nc(SCc4ccccc4C)[nH]c(=O)c32)cc1OC (configuration not stated)	-9	-13	-0.1%	-2	1	.	-2.0	7	-2
COc1ccccc1OCc1ccc(C(=O)N(C)c2ccccc2)o1	-11	-1	-0.4%	-10	-2	-2	-0.5	5	-5
CCC(C)c1ccccc1NC(=O)CN(C)CCOc1ccc(Cl)cc1 (configuration not stated)	12	-12	1.6%	10	6	-24	-0.8	1	10
Cc1nn(CCC(=O)N2CCN(c3ccccc3F)CC2)c(C)c1S(=O)(=O)N1CCCC1	-2	0	-0.9%	6	4	.	1.2	5	0
CCOC(=O)C1(CCOc2ccccc2)CCN(Cc2ccc(F)c(OC)c2)CC1	16	-18	0.0%	3	9	1	-0.5	7	4
COc1ccccc1CNC(=O)c1c2c(nc3ccccc13)C(=O)N(C1CCCCC1)C2	20	-24	-1.5%	1	-3	.	2.1	4	-1
C=CCNC(=O)c1cc(-c2ccncc2)nc2c(C)cc(C)cc12	4	6	1.9%	4	.	.	.	2	0
COc1cc(Br)c(C2CC(=O)Nc3cc(OC)c(OC)cc32)cc1OC (configuration not stated)	-6	-5	10%	0	-1	3	-0.2	1	-7
CC(=O)c1nn(-c2cccc(Br)c2)cc1C(=O)c1ccc(C)cc1	5	-8	1.2%	1	3	19	-1.7	1	2

Bioassay records as filed in PubChem BioAssay.

This is a subset; count on the stated rates, not on these rows.
